HSP90 refold inh – HSP90 refolding inhibition in rabbit reticulocyte lysate; inhibition, % at 5.6 µM; luciferase refolding luminescence, 3 h; AID 1789; 0.91% of 290,000 active;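 active = inhibition above the screen-wide mean plus 3 SD, computed separately per campaign, cut at about 16% in these data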;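 also: 0% = DMSO wells and 100% = 60 µM geldanamycin wells; inhibitors lower the luminescence because luciferase stays unfolded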
aSyn 5UTR inh – MLPCN primary screen, SNCA 5' untranslated region. alpha-synuclein 5'UTR reporter, inhibitor activity. inhibition, % (tested at 7.5 µM). 0.82% of 300,000 active. AID 1813; in the data active = inhibition above about 60%;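 also: H4 neuroglioblastoma cells stably carrying SNCA 5'UTR luciferase fusion; 0% = DMSO wells and 100% = positive control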
AI-2 QS mod – modulates the Vibrio harveyi AI-2 quorum sensing system. Vibrio harveyi JMH597 AI-2 luminescence/OD600 ratio, 9 h; hits give low values; strain lacks LuxN and CqsS sensors; 0 = neutral-control median. activity change, % at 7.5 µM. 0.4% of 300,000 active; in the data active = activity change below about -75%, passing the limit was not always enough;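 also: luminescence divided by OD600 gain over 9 h not by final OD600 alone; inactives centre near 13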
HIF activator – HIF pathway transcriptional activation. U2OS HRE-luciferase reporter, luminescence; normalized: DMSO 0%, desferrioxamine 100%. activation, % at 7.5 µM (by protocol). 0.32% of 300,000 active. AID 1910;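 active = mean activation of at least 10% of the iron chelator positive control signal, with at least half of replicates also reaching 10%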
GSK3beta inhib – human GSK3beta kinase inhibition; P49841; GST-GSK3beta kinase, ADP-Glo luminescence, 60 min; hits give low values; activity score (negative = inhibition), % at 10 µM; 0.038% of 300,000 active; AID 2097;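 active = more than half of replicate wells score below -50%, meaning over 50% inhibition versus plate controls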;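 also: 0% = median DMSO wells and -100% = median GW8510 positive control wells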
Target sequence (P49841 whole entry, looked up): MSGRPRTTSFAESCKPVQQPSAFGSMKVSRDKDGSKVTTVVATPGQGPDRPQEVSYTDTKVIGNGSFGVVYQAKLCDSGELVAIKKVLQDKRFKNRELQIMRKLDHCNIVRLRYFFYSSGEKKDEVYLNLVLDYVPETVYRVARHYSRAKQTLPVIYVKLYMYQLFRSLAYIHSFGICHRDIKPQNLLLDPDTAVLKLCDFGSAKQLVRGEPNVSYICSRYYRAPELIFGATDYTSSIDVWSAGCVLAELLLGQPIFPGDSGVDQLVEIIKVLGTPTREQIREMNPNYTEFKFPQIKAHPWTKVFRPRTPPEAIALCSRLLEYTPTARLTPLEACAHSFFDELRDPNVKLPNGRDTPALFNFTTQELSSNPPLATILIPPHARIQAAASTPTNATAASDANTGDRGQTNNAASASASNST
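Assay system: GST-fused GSK3beta enzyme, cell-free / Medium: Tris pH 7.5 buffer with MgCl2, DTT, BSA, heparin / Also added: peptide substrate plus 25 µM ATP (final) / Compound: 10 µM single point / Timing: kinase reaction with compound 60 min at room temperature / Detection: ADP-Glo luminescence / Benchmarks: DMSO neutral wells and GW8510 at 20 µM as positive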
IEC-6 tox – kills IEC-6 intestinal cells in KLF5 counter-screen | IEC-6 cytotoxicity, luminescence viability | inhibition, % at 5 µM | 0.78% of 290,000 active | AID 1825; in the data active = inhibition above about 22%;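 also: 0% = plate median of test compound wells and 100% = cytotoxic reference compound wells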
GSK3A inh – blocks human GSK-3 alpha kinase. P49840. ADP-Glo luminescence, 60 min. inhibition, % at 10 µM. 0.1% of 320,000 active;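 in the data active = inhibition above about 50%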;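 also: GST-tagged GSK-3 alpha with peptide substrate and 25 µM ATP; 0% = DMSO neutral wells and 100% = GW8510 positive control wells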
Target sequence (P49840 whole entry, looked up): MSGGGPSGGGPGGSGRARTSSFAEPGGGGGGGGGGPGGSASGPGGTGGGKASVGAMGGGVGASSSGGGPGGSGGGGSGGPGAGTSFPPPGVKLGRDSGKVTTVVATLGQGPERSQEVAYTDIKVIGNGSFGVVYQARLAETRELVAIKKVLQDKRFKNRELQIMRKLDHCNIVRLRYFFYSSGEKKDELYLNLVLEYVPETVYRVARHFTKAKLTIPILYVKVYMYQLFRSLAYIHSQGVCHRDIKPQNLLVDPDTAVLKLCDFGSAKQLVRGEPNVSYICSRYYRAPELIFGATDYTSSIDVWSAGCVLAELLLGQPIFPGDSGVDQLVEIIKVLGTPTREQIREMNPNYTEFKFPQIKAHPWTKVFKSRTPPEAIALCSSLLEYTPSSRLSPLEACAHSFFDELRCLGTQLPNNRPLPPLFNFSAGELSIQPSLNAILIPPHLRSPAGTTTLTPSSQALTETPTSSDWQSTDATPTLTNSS
HSF1 activator – increases HSF-1 driven luciferase reporter signal; 1.7% of 300,000 active; AID 504408; NIH3T3-HGL HSF-1 luciferase reporter, MG132, 8 h; 100% = twice DMSO control signal; activation, % at 9 µM;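 active = mean replicate activation of at least 50% with a set share of replicates each reaching 50%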;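 also: 0% = median of the neutral control wells and 100% = twice that signal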
KLF5 inhibitor – inhibitors of KLF5 expression. DLD-1 KLF5 promoter-luciferase reporter, luminescence. inhibition, % at 5 µM. 0.23% of 290,000 active. AID 1700;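 active = inhibition above a per-plate limit of that plate's mean compound inhibition plus 3 SD, cut at about 60% in these data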;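 also: 0% = DMSO wells and 100% = LY294002 at 200 µM; higher means less KLF5 promoter-driven luciferase light; inactives centre near -14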
HSF1 inh – HSF1 inhibition | NIH3T3-HGL HSE-luciferase, MG132-induced, luminescence 8 h; hits give low values | activity change, negative = inhibition, % at 7.5 µM (by protocol) | 0.77% of 300,000 active | AID 2098;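 active = more than half of replicate wells show activity change below -50%, luminescence cut by over half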;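 also: luciferase reports HSF-1 transcriptional activity via heat shock element; 0% = median of DMSO wells and -100% = zero luminescence signal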
Starred values were filed as active, the others as inactive; . = not tested or not shown. Rows are unselected. About 4.7% of those tested had a hit in this group.

SMILES | HSP90 refold inh | aSyn 5UTR inh | AI-2 QS mod | HIF activator | GSK3beta inhib | IEC-6 tox | GSK3A inh | HSF1 activator | KLF5 inhibitor | HSF1 inh
FC(F)(F)C1=CC(c2ccccc2)=NCCN1 | 0 | 3 | 22 | -0.2 | 1 | -5 | 0 | 7 | -1 | 3
CCc1ccc(CN(C)C(=O)C2CCC(=O)N(CCc3ccc(OC)cc3)C2)nc1 (stereo unspecified) | -4 | -1 | 26 | 0.3 | 0 | 2 | -1 | 9 | -6 | 4
Cc1ccc(S(=O)(=O)/C(C#N)=C/c2c(N3CCOCC3)nc3ccccn3c2=O)cc1 | 2 | 5 | 9 | -0.4 | -3 | -3 | . | 6 | -3 | 3
COc1ccc(NC2=CC(c3ccc(OC)cc3)N(c3ccc(OC)cc3)C2=O)cc1 (stereo unspecified) | 6 | -14 | 9 | -0.1 | 6 | 0 | -1 | 13 | -21 | -2
O=C(Nc1ccccc1Br)c1ccc(OC(=S)N2CCOCC2)cc1 | -1 | -192 | 5 | 1.4 | -1 | -6 | -2 | 31 | -16 | 19
CS(=O)(=O)C1=NN2C(=N)/C(=C\c3ccc(OC(=O)c4ccco4)cc3)C(=O)N=C2S1 | -2 | -6 | 32 | -0.1 | -4 | -6 | 10 | 3 | 0 | -4
O=C(CSc1nnc(CNC(=O)c2ccc(F)cc2)o1)c1ccccc1 | 3 | -2 | 2 | 0.3 | -1 | 1 | 1 | -5 | -34 | 7
Cc1[nH]c2ccc(F)cc2c1CCN(Cc1ccncc1)C(=S)Nc1cccc(F)c1 | 1 | 6 | 29 | -0.3 | -2 | 4 | 0 | 15 | -23 | 1
Cc1ccc(CN(CC(O)COc2cccc3[nH]cc(C)c23)C(C)(C)C)cc1 (stereo unspecified) | -4 | -9 | 3 | -2.4 | 0 | 3 | -1 | 3 | -23 | 12
CCOc1cccc(C(=O)NC(c2ccccc2)C(C)C)c1 (stereo unspecified) | 3 | -5 | 8 | 0.0 | -4 | 2 | -3 | 0 | -9 | 0
CCC(C)NC(=O)c1ccc2nc(Cc3ccc(OC)cc3)oc2c1 (stereo unspecified) | -4 | -1 | 14 | 2.2 | 3 | -7 | 1 | 31 | -5 | 6
COC(=O)c1ccccc1NC(=O)CNc1cc(OC)c(OC)cc1C | -5 | 19 | 17 | 0.0 | 1 | 0 | 0 | 24 | -21 | 3
O=C(Nc1ccc2c(c1)OCO2)c1ccc(Br)s1 | 10 | -240 | 12 | 1.1 | 0 | 2 | 1 | 34 | -124 | 23
Cc1ccccc1NC(=O)Cc1nnc(SCC(=O)c2ccc(Br)cc2)n1C | -1 | 3 | 39 | 0.1 | -2 | 1 | -2 | -42 | -14 | -31
O=C(Nc1ccc2c(c1)OCCO2)c1cncc(Br)c1 | 13 | -5 | 40 | -0.6 | 4 | 8 | 0 | 40 | -126 | 15
CCCc1c(C(=O)N2CCN(c3ccccc3OC)CC2)cnn1-c1ccccc1 | 5 | 12 | 7 | -0.4 | 3 | 2 | 0 | 25 | -4 | 2
COc1cc(C(=O)Nc2ccncc2)c([N+](=O)[O-])cc1OC | 3 | 15 | 9 | 0.4 | -4 | -4 | 2 | -9 | -10 | -2
CSCCC1NC(=O)N(CC(=O)Nc2cccc3ccccc23)C1=O (stereo unspecified) | 2 | 0 | 15 | -0.3 | -2 | 0 | 1 | 1 | -50 | 2
COC(=O)C1=C(C)NC(C)=C(C(=O)OC)C1c1ccccc1OCc1c(C)no[n+]1[O-] | 1 | . | . | . | . | 15 | -1 | . | -14 | .
CNC[C@H](CC1CCCCC1)NC[C@H](CO)NCC1(c2ccccc2)CC1 | 0 | -41 | -9 | -0.1 | -2 | 14 | 7 | -8 | -13 | -3

An excerpt from above in order of count of non-hydrogen atoms, smallest number first:
SMILES | HSP90 refold inh | aSyn 5UTR inh | AI-2 QS mod | HIF activator | GSK3beta inhib | IEC-6 tox | GSK3A inh | HSF1 activator | KLF5 inhibitor | HSF1 inh
FC(F)(F)C1=CC(c2ccccc2)=NCCN1 | 0 | 3 | 22 | -0.2 | 1 | -5 | 0 | 7 | -1 | 3
O=C(Nc1ccc2c(c1)OCO2)c1ccc(Br)s1 | 10 | -240 | 12 | 1.1 | 0 | 2 | 1 | 34 | -124 | 23
O=C(Nc1ccc2c(c1)OCCO2)c1cncc(Br)c1 | 13 | -5 | 40 | -0.6 | 4 | 8 | 0 | 40 | -126 | 15
COc1cc(C(=O)Nc2ccncc2)c([N+](=O)[O-])cc1OC | 3 | 15 | 9 | 0.4 | -4 | -4 | 2 | -9 | -10 | -2
CCC(C)NC(=O)c1ccc2nc(Cc3ccc(OC)cc3)oc2c1 (stereo unspecified) | -4 | -1 | 14 | 2.2 | 3 | -7 | 1 | 31 | -5 | 6
O=C(CSc1nnc(CNC(=O)c2ccc(F)cc2)o1)c1ccccc1 | 3 | -2 | 2 | 0.3 | -1 | 1 | 1 | -5 | -34 | 7
CNC[C@H](CC1CCCCC1)NC[C@H](CO)NCC1(c2ccccc2)CC1 | 0 | -41 | -9 | -0.1 | -2 | 14 | 7 | -8 | -13 | -3
Cc1ccccc1NC(=O)Cc1nnc(SCC(=O)c2ccc(Br)cc2)n1C | -1 | 3 | 39 | 0.1 | -2 | 1 | -2 | -42 | -14 | -31
CCc1ccc(CN(C)C(=O)C2CCC(=O)N(CCc3ccc(OC)cc3)C2)nc1 (stereo unspecified) | -4 | -1 | 26 | 0.3 | 0 | 2 | -1 | 9 | -6 | 4
COc1ccc(NC2=CC(c3ccc(OC)cc3)N(c3ccc(OC)cc3)C2=O)cc1 (stereo unspecified) | 6 | -14 | 9 | -0.1 | 6 | 0 | -1 | 13 | -21 | -2

Continued:
SMILES | HSP90 refold inh | aSyn 5UTR inh | AI-2 QS mod | HIF activator | GSK3beta inhib | IEC-6 tox | GSK3A inh | HSF1 activator | KLF5 inhibitor | HSF1 inh
O=C(OCc1ccc([N+](=O)[O-])cc1)c1ccc(N2CCCC2)c([N+](=O)[O-])c1 | 3 | 23 | 25 | -3.8 | -1 | 7 | 2 | 21 | 0 | 11
CCC(CO)NCc1ccc2c(c1)n(C)c(=O)n2C (stereo unspecified) | -2 | 3 | 27 | -0.6 | 3 | 4 | -1 | 9 | -35 | -3
C=CCn1c(SCC(=O)NC2CC2)nnc1-c1cccc(OC)c1 | -2 | -28 | 1 | 0.3 | -2 | 1 | 2 | 4 | -12 | -3
O=C(O)COc1ccc(NC(=O)c2ccc3c(c2)C(=O)N(Cc2ccccc2)C3=O)cc1 | -1 | 14 | 26 | -0.7 | 1 | 5 | -3 | -13 | -26 | 3
CC(C)CCn1c(CN2CCN(Cc3ccccc3)CC2)nc2c1c(=O)[nH]c(=O)n2C | 4 | 11 | 17 | -0.2 | 2 | 4 | -3 | 16 | -13 | 7
O=C(NCc1ccc2c(c1)OCO2)c1ccc(N2C(=O)C3CCCCC3C2=O)cc1 (stereo unspecified) | 3 | -7 | 30 | -0.5 | 0 | -6 | 0 | 14 | -4 | -2
CC1=C(C(=O)Nc2cc(C)ccc2C)C(c2cccs2)NC(=S)N1 (stereo unspecified) | -3 | 10 | 1 | 0.0 | 3 | 0 | -1 | 20 | 9 | -1
COc1ccc(C(=O)N2CCN(c3c(C)cccc3C)CC2)cc1OC | 3 | 17 | -2 | -0.4 | 1 | 6 | . | 5 | -12 | -2
Cc1cc(C)c(NC(=O)COC(=O)c2cc([N+](=O)[O-])ccc2N2CCOCC2)c(C)c1 | -3 | 12 | 8 | -0.1 | 0 | 4 | -2 | -8 | -10 | -11
Cc1cccc2cc(/C=N/NC(=O)c3ccncc3)c(Cl)nc12 | -3 | 4 | 7 | -0.7 | 1 | 8 | -1 | 8 | -7 | 8
Clc1ccc(-c2nc3cnccn3c2NC2CCCC2)cc1 | 0 | 7 | 48 | 0.0 | -3 | -3 | 1 | -11 | -46 | 1
CCOc1ccc(N2C(=O)CC(N(CCc3ccc(S(N)(=O)=O)cc3)C(C)=O)C2=O)cc1 (stereo unspecified) | 2 | -7 | 17 | -0.1 | -2 | -1 | 0 | -10 | -4 | -1
O=C(COC(=O)COc1cccc(F)c1)NCCC1=CCCCC1 | 8 | 14 | 12 | -1.4 | 4 | 5 | -3 | -7 | -15 | -4
CSc1ccccc1NC(=O)c1cccc(S(=O)(=O)N2CCN(C)CC2)c1 | 2 | -31 | 20 | -0.9 | 1 | 1 | -6 | -18 | -12 | -6
CCOC(=O)N1CCN(S(=O)(=O)c2ccc(C(=O)N(CCCN(C)C)c3nc4ccc(Cl)cc4s3)cc2)CC1 | 3 | 46 | -3 | -0.5 | 0 | -2 | 1 | -1 | -54 | -1
Cc1cc(NC(=O)CSC2=NS(=O)(=O)c3ccccc3N2)no1 | . | -6 | 25 | -0.3 | -4 | . | -2 | -15 | . | -4
CC(C)CN(C(=O)c1cccc(S(=O)(=O)N2CCN(c3ccc(F)cc3)CC2)c1)C1CCS(=O)(=O)C1 (stereo unspecified) | . | 7 | 0 | -0.4 | 1 | . | -2 | -1 | . | 0
CCn1nc(C)c(CN2CCN(Cc3ccsc3)C(CCO)C2)c1C (stereo unspecified) | 6 | 5 | 15 | 0.0 | -1 | 5 | 5 | 1 | -45 | 0
COCCC1CCCCN1C(=O)c1cc(COc2cccc(C(C)=O)c2)on1 (stereo unspecified) | -5 | -96 | -15 | 4.3 | 1 | -8 | 0 | 7 | -97 | 16
CCCCn1c(N)c(N(CCOC)C(=O)c2ccc(NC3CC3)c([N+](=O)[O-])c2)c(=O)[nH]c1=O | . | 28 | 16 | -49 | -4 | . | -1 | -2 | . | -2
CC(NC(=O)C1CCCC1)c1ccc(Br)cc1 (stereo unspecified) | 2 | 1 | 3 | -1.4 | 1 | 8 | -1 | 10 | -11 | 19
CCn1c(=N)n(CC(=O)OC)c2ccccc21 | 0 | -12 | 8 | -0.2 | 3 | 2 | 0 | 3 | -16 | -9
Cc1cc(C(=O)O)n(C(C)(C)C)n1 | 3 | 20 | 6 | 0.3 | 0 | 2 | 3 | -7 | 8 | -2
O=C(CN1CCN(c2ccccc2F)CC1)N1CCc2ccccc21 | 0 | -13 | 20 | 1.4 | 0 | -6 | -1 | 15 | -9 | 8
O=C(Nc1cccc(F)c1)N1CCC(n2c(=O)[nH]c3ccccc32)CC1 | 3 | 11 | 23 | -0.1 | -1 | 3 | -1 | 0 | 4 | 0
CC(=O)Nc1ccc(S(=O)(=O)Nc2nnc(C3CCCCC3)s2)cc1 | 1 | 8 | 17 | -0.1 | 1 | -4 | -6 | -38 | -14 | -17
CC(C)C(=O)N1CCN(c2nc(-c3ccc(Cl)cc3)cs2)CC1 | -1 | -8 | -3 | 0.8 | 4 | 5 | -2 | 9 | -23 | 6
C[C@H](NC(=O)CCn1nnc2ccccc2c1=O)C(=O)O | 5 | 22 | 10 | -0.6 | 1 | 0 | -4 | 1 | 17 | -8
Clc1cccc(C2Nc3cccc4cccc(c34)N2)c1Cl | 10 | -2 | 26 | -1.8 | 2 | 1 | -4 | 2 | -8 | 3

Screening data from PubChem BioAssay.
